CCR6 antag = blocks CCL20-driven beta-arrestin recruitment at human CCR6 | CHO-K1 CCR6 PathHunter beta-arrestin, luminescence, CCL20-stimulated | inhibition, % at 20 µM | actives 0.49% (n = 340,000);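 active = compounds whose inhibition of the agonist-driven luminescence signal at 20 µM reaches about 50%, limit read from the data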;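 also: cells stimulated with CCL20 at 14 nM final; plate controls were DMSO with CCL20 for no effect and DMSO without agonist for full effect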
Target sequence (P51684 whole entry, looked up): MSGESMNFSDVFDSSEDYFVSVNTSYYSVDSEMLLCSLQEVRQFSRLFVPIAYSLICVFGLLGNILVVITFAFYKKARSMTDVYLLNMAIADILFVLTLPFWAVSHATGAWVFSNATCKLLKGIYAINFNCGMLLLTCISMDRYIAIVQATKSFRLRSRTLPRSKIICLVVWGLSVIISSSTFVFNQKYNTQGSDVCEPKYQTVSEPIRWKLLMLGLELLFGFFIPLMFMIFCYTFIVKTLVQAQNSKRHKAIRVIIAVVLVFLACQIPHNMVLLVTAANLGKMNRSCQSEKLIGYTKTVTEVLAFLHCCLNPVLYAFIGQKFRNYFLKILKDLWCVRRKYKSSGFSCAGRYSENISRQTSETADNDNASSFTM
Gli-Sufu antag = Gli-Sufu pathway antagonism | inhibition, % at 5 µM | AID 588413 | actives 0.74% (n = 340,000) | Sufu-KO-LIGHT fibroblasts, Gli luciferase reporter luminescence;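 active = inhibition above about 55%, limit read from the data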;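 also: 0% = DMSO-treated cells and 100% = wells with medium but no cells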
APJ antagonist = blocks the human apelin receptor APJ | inhibition, % at 20 µM | actives 0.32% (n = 330,000) | AID 2521 | CHO-K1 APJ beta-arrestin complementation, luminescence;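 active = inhibition above about 40% at 20 µM, limit read from the data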;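 also: cells challenged with 10 nM apelin-13 agonist together with compound; plate controls were apelin-13 plus DMSO wells for no effect and DMSO wells lacking apelin-13 for full effect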
ATG4B inh = blocks human ATG4B protease cleavage of LC3 substrate | Q9Y4P1 | ATG4B cleavage of LC3-PLA2, NBD-HPC fluorescence, 1 h | inhibition, % at 8.33 µM | actives 0.51% (n = 340,000) | AID 504462; in the data active = inhibition above about 40%
UBC13 inh = human UBC13 polyubiquitination inhibition; P61088; UBC13 polyubiquitin chain formation, TR-FRET; inhibition, % at 20 µM; actives 0.47% (n = 330,000); AID 485273; in the data active = inhibition above about 45%, passing the limit was not always enough
Target sequence (P61088 whole entry, looked up): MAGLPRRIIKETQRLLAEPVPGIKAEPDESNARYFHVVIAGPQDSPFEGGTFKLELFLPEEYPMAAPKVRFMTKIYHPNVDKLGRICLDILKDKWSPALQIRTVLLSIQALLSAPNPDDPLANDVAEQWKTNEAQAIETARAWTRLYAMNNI
APJ ag = APJ receptor agonism | CHO-K1 APJ PathHunter beta-arrestin, luminescence; 0% DMSO wells, 100% apelin | activation, % at 20 µM | actives 0.11% (n = 330,000) | AID 2520;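 active = activation more than six SD over the plate average, tested at 20 µM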;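 also: 0% = DMSO alone and 100% = apelin-13 at 10 nM; some results filed as inactive read as strong as hits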
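Test system: CHO-K1 APJ beta-arrestin complementation cell line | Compound: Single test compound dose, 20 µM final, 1% DMSO | Incubation: Compound 90 min 25 °C, reagent 1 h | Measured by: beta-gal luminescence | Read-out basis: APJ–arrestin association signal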
EBI2 antag = EBI2 (human) antagonism | EBI2 beta-arrestin recruitment, luminescence, 7a,25-OHC stimulated | inhibition, % at 5 µM | actives 0.81% (n = 360,000) | P32249; in the data active = inhibition above about 38%;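 also: enzyme fragment complementation signal reports receptor beta-arrestin coupling in cells; 0% = agonist plus DMSO wells and 100% = wells without agonist; some results beyond the cut were filed as inactive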
CXCR6 block = blocks human CXCR6 beta-arrestin recruitment | O00574 | CHO-K1 PathHunter CXCR6 beta-arrestin, luminescence | inhibition, % at 20 µM | actives 0.36% (n = 360,000) | AID 602244; in the data active = inhibition above about 34%, passing the limit was not always enough;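 also: antagonist mode with CXCL16 agonist at 10 nM final; 0% = 10 nM CXCL16 with DMSO and 100% = unstimulated wells without agonist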
Target sequence (O00574 whole entry, looked up): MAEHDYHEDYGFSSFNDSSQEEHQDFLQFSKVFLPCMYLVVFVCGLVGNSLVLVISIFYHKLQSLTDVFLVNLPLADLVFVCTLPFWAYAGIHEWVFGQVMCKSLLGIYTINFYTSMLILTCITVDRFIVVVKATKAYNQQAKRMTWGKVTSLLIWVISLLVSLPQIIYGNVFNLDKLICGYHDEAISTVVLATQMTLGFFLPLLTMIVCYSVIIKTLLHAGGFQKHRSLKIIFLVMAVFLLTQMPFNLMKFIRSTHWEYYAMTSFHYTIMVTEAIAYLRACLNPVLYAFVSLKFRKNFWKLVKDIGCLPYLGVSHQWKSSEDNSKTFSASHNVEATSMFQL
* marks the source's active call; other numbers are inactive results; / = no result given.

SMILES	CCR6 antag	Gli-Sufu antag	APJ antagonist	ATG4B inh	UBC13 inh	APJ ag	EBI2 antag	CXCR6 block
CCNC(=S)NNC(=O)c1ccc(OC)cc1	7	-21	-4	3	-8	-3	0	2
Cc1cccc(C)c1NC(=O)CNC(=O)CCC(=O)N1CCOCC1	-8	27	25	-8	3	-6	3	3
Nc1ccccc1C(=O)NNc1c2ccccc2nc2ccccc12	43	-6	35	-11	-210	-7	16	27
O=C1NC(=O)C2(Br)Nc3ccc(Br)cc3C(=O)C2N1 (configuration not stated)	10	-14	/	1	/	/	-1	6
CCCCOc1ccc(Cl)cc1CSc1nncn1N	5	3	0	-6	0	-4	-10	3
CN(C)C(=O)CN(C)S(=O)(=O)c1ccc(Cl)cc1	-5	0	18	6	3	-3	-6	4
Cc1cc(C)nc(N/N=C/c2cc(C)n(CC(F)(F)F)c2C)n1	-2	27	18	1	3	-4	-3	-1
C=CC[C@@H](Cc1ccc(F)cc1)C(=O)OC[C@@H]1CCCN1C(=O)[C@H](CC=C)CC(=O)N(CCO)Cc1ccccc1	21	17	25	8	10	-2	16	27
O=C(Nc1ccc(N2CCCCC2)cc1)c1ccc2c(c1)OCCO2	3	-94	17	-11	9	-2	4	-8
Cn1c(/N=C/c2c(O)ccc3ccccc23)nc2ccccc21	7	8	/	6	/	/	-19	-10
COc1cccc(NC(=O)CN2CCC(C)CC2)c1	-7	-10	-15	-6	-3	-3	7	13
COC(=O)c1sc(C(C)(C)C)cc1CS(=O)(=O)c1ccc(Cl)cc1	20	4	14	-9	2	-4	-3	5
CCCCCCn1c(-c2cccs2)n[nH]c1=S	-2	-2	8	1	1	-2	2	2
COCCNC(=O)CCc1nnc2ccc(N3CCC(C)CC3)nn12	-10	5	4	0	4	-1	-5	-3
Cc1ccc(C)c(OC(=O)C2CSC3(C)CCC(=O)N23)c1C (configuration not stated)	12	13	-3	9	-1	-1	-3	7

Ordered by length of the SMILES (smallest number first): 3 of the compounds above
SMILES	CCR6 antag	Gli-Sufu antag	APJ antagonist	ATG4B inh	UBC13 inh	APJ ag	EBI2 antag	CXCR6 block
COCCNC(=O)CCc1nnc2ccc(N3CCC(C)CC3)nn12	-10	5	4	0	4	-1	-5	-3
Cc1cccc(C)c1NC(=O)CNC(=O)CCC(=O)N1CCOCC1	-8	27	25	-8	3	-6	3	3
COC(=O)c1sc(C(C)(C)C)cc1CS(=O)(=O)c1ccc(Cl)cc1	20	4	14	-9	2	-4	-3	5

Continuation.
SMILES	CCR6 antag	Gli-Sufu antag	APJ antagonist	ATG4B inh	UBC13 inh	APJ ag	EBI2 antag	CXCR6 block
Cc1cccc(NC(=O)C2CCN(C(=O)c3ccc(Cl)cc3)CC2)n1	15	1	17	2	10	-3	46*	16
CC1CN=C(N(C(=O)Nc2ccccc2)c2ccc(S(=O)(=O)N3CCOCC3)cc2)S1 (configuration not stated)	22	2	0	-1	17	-4	-8	-2
O=C1C(=O)N(CCN2CCOCC2)C(c2ccc(F)cc2)/C1=C(/O)c1ccc(S(=O)(=O)N2CCOCC2)cc1 (configuration not stated)	25	49	-2	4	1	0	0	-2
COc1cccc(CN2CCN(Cc3ccon3)CC2CCO)c1 (configuration not stated)	7	3	-3	9	1	0	-15	-3
Cc1ccc(Nc2nc(N)nc(CSc3ncccn3)n2)cc1	-7	-106	-2	-7	2	-1	-2	-16
COCCCNC(=O)CN(c1cccc(Cl)c1C)S(C)(=O)=O	4	/	9	3	7	2	-6	1
COc1cc(NC(=O)c2ccc3c(c2)OCO3)ccc1NC(=O)C(C)C	-8	-1	-3	1	-4	-4	8	-2
CCOC(=O)N1CCN(C(=O)CSCc2ccccc2C)CC1	19	-10	4	-7	9	-4	5	-6
O=C(NC1CCCC1)C(c1ccccc1)N(C(=O)c1csnn1)C1CCCC1 (configuration not stated)	13	3	-7	-3	-2	-2	-5	5
COC(=O)Cc1cc(=O)[nH]c(/N=C(\N)Nc2cccc(C)c2)n1	8	0	-1	-8	5	-1	-10	4
COCc1cc(C)nc2sc(C(=O)NCCO)c(-n3cccc3)c12	10	4	9	-9	9	-5	-17	6
CCOC(=O)c1c(C)n(C)c2ccc(OC)c(NC(=O)c3cccs3)c12	12	3	-3	-2	-6	2	5	-11
COc1ccc(N2CCN(c3oc(COc4ccc(Cl)cc4)nc3C#N)CC2)cc1	-7	6	-6	-4	6	-4	26	7
COC(=O)C(Nc1nccs1)(OC)C(F)(F)F (configuration not stated)	-8	2	-6	-8	2	-3	-1	3
C=CCN(C(=O)Cn1nc(C)n2c(cc3cc(C)ccc32)c1=O)c1ccccc1	15	63*	-6	-10	-8	-3	9	2

Sorted by the number under APJ antagonist (lowest first): some entries from above.
Compound	CCR6 antag	APJ antagonist	ATG4B inh	UBC13 inh	APJ ag	EBI2 antag	CXCR6 block
O=C(NC1CCCC1)C(c1ccccc1)N(C(=O)c1csnn1)C1CCCC1 (configuration not stated)	13	-7	-3	-2	-2	-5	5
COC(=O)C(Nc1nccs1)(OC)C(F)(F)F (configuration not stated)	-8	-6	-8	2	-3	-1	3
O=C1C(=O)N(CCN2CCOCC2)C(c2ccc(F)cc2)/C1=C(/O)c1ccc(S(=O)(=O)N2CCOCC2)cc1 (configuration not stated)	25	-2	4	1	0	0	-2
COCc1cc(C)nc2sc(C(=O)NCCO)c(-n3cccc3)c12	10	9	-9	9	-5	-17	6

Complete entries as entered above. Order of screens: CCR6 antag	Gli-Sufu antag	APJ antagonist	ATG4B inh	UBC13 inh	APJ ag	EBI2 antag	CXCR6 block
O=C(NC1CCCC1)C(c1ccccc1)N(C(=O)c1csnn1)C1CCCC1 (configuration not stated) as listed: 13	3	-7	-3	-2	-2	-5	5
O=C1C(=O)N(CCN2CCOCC2)C(c2ccc(F)cc2)/C1=C(/O)c1ccc(S(=O)(=O)N2CCOCC2)cc1 (configuration not stated) as listed: 25	49	-2	4	1	0	0	-2
Cc1cccc(NC(=O)C2CCN(C(=O)c3ccc(Cl)cc3)CC2)n1 as listed: 15	1	17	2	10	-3	46*	16
CC1CN=C(N(C(=O)Nc2ccccc2)c2ccc(S(=O)(=O)N3CCOCC3)cc2)S1 (configuration not stated) as listed: 22	2	0	-1	17	-4	-8	-2
COc1ccc(N2CCN(c3oc(COc4ccc(Cl)cc4)nc3C#N)CC2)cc1 as listed: -7	6	-6	-4	6	-4	26	7

Next section
SMILES	CCR6 antag	Gli-Sufu antag	APJ antagonist	ATG4B inh	UBC13 inh	APJ ag	EBI2 antag	CXCR6 block
C=CCNC(=O)CN(c1ccc(F)c(Cl)c1)S(C)(=O)=O	10	1	-10	5	-7	-2	-4	0
C=CCNC(=O)NC(=O)COC(=O)/C(C#N)=C/c1ccc(OC)cc1	9	2	-9	-4	16	0	-2	-6
Cc1ccc(-n2c(Cc3cccn3C)nnc2SCC(=O)Nc2ccc3c(c2)OCO3)cc1	-4	-6	-13	8	8	0	24	-10
CN(C)S(=O)(=O)c1ccc(Oc2ccccc2)cc1	7	0	1	-7	-1	0	0	-5
O=c1[nH]c(=S)n(-c2ccc(Br)cc2)c2ncccc12	9	-1	16	-5	3	0	12	10
c1ccc(-c2ccc3c(c2)NCCN3)cc1	-4	-37	-61	-1	8	6	-12	-12
CC1(NC(=O)Nc2cccc(Br)c2)CCS(=O)(=O)C1 (configuration not stated)	-11	5	1	-7	6	3	-14	-2
CCN(CC)C(=O)CSc1nnc(-c2ccccc2)n1N	9	1	-3	-5	-1	3	-16	4
Cc1ccc(-c2ccc(/C=N/NC(N)=S)o2)cc1	18	-120	5	-13	-17	-7	11	14
Cc1ccc([C@@H]2[C@@H]3C(=O)N(C)C(=O)[C@@H]3[C@]3(C)C(=O)N(CC4CC4)CC(=O)N23)o1	6	-3	-122	1	-13	2	-5	2
CC(Oc1ccc(F)cc1)C(=O)Nc1cc(S(=O)(=O)N2CCCCC2)ccc1N1CCN(C)CC1 (configuration not stated)	1	4	/	-35	/	/	5	8
Oc1ccc(/C=N/Nc2ccc(C(F)(F)F)cn2)c(O)c1	/	/	-3	/	-11	-2	10	-9
Cc1ccccc1NC(=S)NCCO	8	-7	12	-8	0	3	-5	-2
O=C(Nc1ccnn1C1CCN(Cc2ccc(Cl)cc2)CC1)C1CCCC1	3	21	20	0	0	-6	5	0
CC(C)Cc1cc(C(=O)N2CCCC(CO)(Cc3ccc(F)cc3F)C2)n[nH]1 (configuration not stated)	6	8	-2	3	4	-1	9	-4
O=[N+]([O-])c1c(C(Cl)Cl)nn(-c2ccc(Cl)cc2)c1N1CCCCC1	16	8	-6	4	-13	3	0	-6
COC(=O)Cn1cnc2sc3c(c2c1=O)CCCC3	6	-1	-6	-9	14	-3	-5	-16
Cc1cc(C)cc(NC(=O)CSCc2cnn(-c3ccccc3)c2-n2cccc2)c1	13	4	6	-11	-4	-9	9	7
COc1ccc(S(=O)(=O)NCC(=O)Nc2ccc3c(c2)OCCO3)cc1OC	7	-22	-1	7	3	1	-2	1
O=C(O)C1CSC(c2ccc3c(c2)OCO3)N1 (configuration not stated)	11	2	-17	4	-2	-4	3	-6
c1ccc2c(c1)CCCN2Cc1nnc2n1CCCCC2	3	7	-9	-2	-20	3	-8	6
CC(C)N(C(=O)CSc1nnc(NC2CC2)s1)c1ccccc1	5	0	1	-7	-3	-6	12	4
O=C(Nc1cccc(CCc2ccccn2)c1)c1cc(F)c(F)cc1Cl	7	-7	7	-2	-4	0	-5	-3
CN(C)C(=O)c1ccc(NC(=O)c2ccccc2SCC(=O)N2CCCC2)cc1	7	-11	16	-5	-7	-3	-7	4
Cc1ccc(C)c(NC(=O)CN(C)C(=O)c2cc3ccccc3o2)c1	6	-3	9	-1	3	-2	4	3
O=C(CSc1nnc(C2CC2)n1CC1CCCO1)Nc1ccccc1Cl (configuration not stated)	2	-8	8	-1	2	-1	1	0
Cn1cc(-c2nc3ccccc3[nH]2)c2ccccc21	-18	-22	3	-6	6	2	-6	-3
Cc1c(N=Cc2cccnc2)c(=O)n(-c2ccccc2)n1C	-16	28	-2	-7	-1	-3	-5	0
COc1ccc2c(CCNC(=O)Nc3ccccc3)c[nH]c2c1	10	-15	-5	-12	42	-3	7	-2
O=C([C@@H]1CCCN1C(=O)c1cccs1)N1CCN(S(=O)(=O)c2cccc(F)c2)CC1	-1	36	-12	-1	1	-3	-1	10

The last two entries of the section before open the next one:
SMILES	CCR6 antag	Gli-Sufu antag	APJ antagonist	ATG4B inh	UBC13 inh	APJ ag	EBI2 antag	CXCR6 block
COc1ccc2c(CCNC(=O)Nc3ccccc3)c[nH]c2c1	10	-15	-5	-12	42	-3	7	-2
O=C([C@@H]1CCCN1C(=O)c1cccs1)N1CCN(S(=O)(=O)c2cccc(F)c2)CC1	-1	36	-12	-1	1	-3	-1	10
CC(C)(C)C1CCc2[nH]c3ccccc3c(=O)c2C1 (configuration not stated)	1	10	23	-5	2	-4	2	-3
COc1ccc(CNC(=O)CCNC(=O)c2ccc(C(C)(C)C)cc2)cc1OC	8	-10	14	-9	-2	6	0	0
COc1ccc(CC(=O)N/N=C(\C)c2cccs2)cc1	-1	5	-14	-2	-8	-1	1	-1
CC1Cn2c(nc3sc4c(c3c2=O)CC(C)(C)OC4)N1CCO (configuration not stated)	6	3	6	-2	2	-2	-13	0
N#Cc1cccc(C(=O)N(CCc2ccccc2)Cc2cccs2)c1	17	0	-3	3	-8	-3	-2	5
